LMNA splice mod – LMNA splicing modulation | HeLa LMNA splicing GFP/RFP minigene ratio, 48 h | Potency, µM (top dose mostly 46.1 µM), for inactives: at the highest dose ratio change, negative = inhibition, hits mostly inhibitors | hit rate 0.01% among 200,000 | AID 1487; active = well fitted inhibition curve with a large enough effect in the signal ratio, with a control signal flat, not every such curve was filed as active; inconclusive = small, poorly fitted or top-dose-only effect, or effect the other way, or a change in a side signal; the % refers to the signal ratio; also: potency is read from the fitted curve at half-maximal effect; % is scaled to controls: 0 for no effect and ±100 for the full control effect
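S3 HeLa cells stably expressing lamin A-EGFP splicing minigene plus DsRed2, 600 cells/well, 48 h compound exposure at 37C. Laser-scanning cytometry; analysed as GFP (500-530 nm)/RFP (575-640 nm) total intensity ratio; 0.5% DMSO vehicle.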
SMN2 splice enh – SMN2 splice variant enhancement; HEK293 SMN2-luciferase splicing reporter, luminescence, 30-36 h; Potency, µM (doses to about 46.1 µM), for inactives: at the highest dose activity change, positive = activation, actives largely listed as activators; hit rate 2.8% among 210,000; also: potency is read from the fitted curve at half-maximal effect; % of control where 0% means no effect; nearly all actives have a fitted effect of over 55% in size
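qHTS luciferase splicing reporter: luminescence rises when SMN2 exon 7 is included in transfected HEK293 cells. Compound exposure lasted 30-36 h at 37C, with 4.5 mM final sodium butyrate as control, followed by a ONE-Glo read.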
IMPase Li cell – IMPase inhibition in cells with lithium potentiation; CHO-M1 cells, IP1 TR-FRET (IP-One), carbachol + lithium; Potency, µM (series often up to 59.4 µM), for inactives: at the top dose activity, negative = IMPase inhibition, most hits filed as inhibitors; hit rate 0.35% among 210,000; AID 1457;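 also: IP1 builds up when IMPase is blocked and the TR-FRET signal falls; potency is read from the fitted curve at half-maximal effect; plate controls were basal vehicle for no effect and high inhibitor control for full effect; nearly all actives have a fitted effect of over 50% in size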
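Lithium-sensitised IP1 accumulation assay; M1-expressing CHO cells treated 30 min at 37C with compound. Competitive antibody detection by time-resolved FRET followed a 10 min room-temperature lysis step.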
HTT aggregate – mutant huntingtin aggregation inhibition; Potency, µM (series often up to 46.1 µM), inactives show top-dose activity change, negative = inhibition, most hits filed as inhibitors; PC12 HttQ103-GFP aggregates, Acumen cytometry, 40 h; hit rate 1.1% among 220,000; also: potency is read from the fitted curve at half-maximal effect; % is scaled to controls: 0 for no effect and ±100 for the full control effect; nearly all actives have a fitted effect of over 60% in size
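Quantitative HTS on tebufenozide-induced (100 nM) PC12 cells stably expressing polyQ103 Huntingtin exon 1–GFP. Reduction of bright GFP aggregates, detected by laser scanning cytometry after lysis, identified actives across the titration.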
Luc counter – blocks Kinase-Glo luciferase, a counter-screen artifact; Q27757; Kinase-Glo luciferase, ATP luminescence, 8 min; Potency, µM (titrated, usually from 38.3 µM), without a hit: at the highest dose activity change, negative = inhibition, hits mostly inhibitors; hit rate 0.28% among 200,000; AID 1379; also: potency is read from the fitted curve at half-maximal effect; % is scaled to controls: 0 for no effect and ±100 for the full control effect; nearly all actives have a fitted effect of over 60% in size
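Inhibition of Kinase-Glo luciferase light generation was assessed at 10 uM ATP in pH 7.2 imidazole buffer, with luminescence measured after eight minutes at ambient temperature.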
CBFb RUNX1 block – blocks binding between human CBF-beta and RUNX1; Potency, µM (series often up to 59.8 µM), for the others: top-dose activity, negative = inhibition, actives largely listed as inhibitors; AlphaScreen CBFb-His/RUNX1-biotin binding, biochemical; Q01196+Q13951; 230,000 tested, under 10 active; also: % of control where 0% means no effect
Target sequence (Q01196 whole entry, looked up): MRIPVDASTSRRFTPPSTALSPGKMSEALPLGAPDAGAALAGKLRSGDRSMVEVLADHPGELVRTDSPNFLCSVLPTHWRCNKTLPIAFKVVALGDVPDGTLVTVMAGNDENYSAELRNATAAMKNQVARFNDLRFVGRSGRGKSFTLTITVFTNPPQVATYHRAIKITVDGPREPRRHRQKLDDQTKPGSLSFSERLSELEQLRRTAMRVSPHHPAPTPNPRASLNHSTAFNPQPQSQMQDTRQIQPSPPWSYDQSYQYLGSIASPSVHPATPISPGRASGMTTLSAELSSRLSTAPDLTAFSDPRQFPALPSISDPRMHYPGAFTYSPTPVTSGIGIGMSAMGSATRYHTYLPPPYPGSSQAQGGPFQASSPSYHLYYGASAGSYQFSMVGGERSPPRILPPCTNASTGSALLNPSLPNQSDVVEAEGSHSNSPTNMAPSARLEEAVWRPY
Target sequence (Q13951 whole entry, looked up): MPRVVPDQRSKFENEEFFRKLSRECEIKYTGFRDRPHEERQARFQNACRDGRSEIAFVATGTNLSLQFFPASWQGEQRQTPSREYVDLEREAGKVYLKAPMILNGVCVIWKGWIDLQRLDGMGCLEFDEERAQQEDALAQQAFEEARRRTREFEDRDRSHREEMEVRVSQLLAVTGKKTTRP
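Proteins preincubated together for 20 min at RT before compound addition; 15 min later, nickel and streptavidin beads were added and left 90 min prior to AlphaScreen measurement.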
HTT ATP protect – Huntington cell model cytoprotection by ATP luminescence; PC12 HTT-Q103 induced, cytoprotection, ATP luminescence, 40 h; Potency, µM (highest dose often 56.4 µM), inactives show cytoprotection (ATP increase), usual class: activators; hit rate 0.14% among 230,000; AID 1471;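 also: potency is read from the fitted curve at half-maximal effect; % of control where 0% means no effect; nearly all actives have a fitted effect of over 45% in size; toxic huntingtin expression switched on by the ecdysone agonist tebufenozide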
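Cells were plated at 1500 per well in phenol red-free DMEM with 5% equine and 5% calf serum. Tebufenozide (100 nM final) and compounds were added, then ATPlite reagent, and luminescence was read.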
An asterisk follows results filed as active; ? = inconclusive; nt = no result given; & = joins results of further samples; [ ] = dose if it differs, or a comment. Unless noted, calls follow the shape of the dose curve; as a rule, active = well fitted curve in the direction sought with a large enough effect; inconclusive = small, poorly fitted or top-dose-only effect, or another doubt; inactive = no such curve, though single readings can be large; an effect the other way counts as inactive or inconclusive.

The line under a structure holds: LMNA splice mod | SMN2 splice enh | IMPase Li cell | HTT aggregate | Luc counter | CBFb RUNX1 block | HTT ATP protect
> O=C(Nc1ccc(NC(=O)c2ccncc2)cc1)c1ccncc1
  nt | nt | nt | 12%[9.22 µM] | nt | -4% | -4%[10 µM]
> O=C(Cn1cnc2cc([N+](=O)[O-])ccc2c1=O)NCCc1ccc(Cl)cc1
  2%[46 µM] | -4% | 7% | -2%[9.22 µM] | -6% | -8% | 0%
> O=C(NNC(=O)C1CCCCC1)c1ccc(Br)cc1
  nt | 11% | -4% | 3%[9.22 µM] | -4% | 0% | -31%[inhibitor][1.9 µM]
> COc1ccc(CCNC(=O)CSc2nc(C)nc3c2c(=O)n(C)c(=O)n3C)cc1OC
  -3% | 2% | 27%[38.3 µM] | 9% | 1% | 0% | -15%
> O=C(CSc1nnc(-c2ccncc2)n1Cc1ccco1)OC1CCCCC1
  4% | 24% | 13%[38.3 µM] | 4% | -4% | -2% | -5%
> Cc1cc(C)n2nc(SCCOc3ccc(F)cc3)nc2n1
  nt | nt | -21% | 5% | nt | 13% | -50%[inhibitor]
> COc1ccc(N2C(N)=C(C#N)C(c3cccnc3)C3=C2CC(C)(C)CC3=O)cc1 (centres undefined)
  -12% | 28% | 3% | 2% | 3% | 6% | -3%[10 µM]
> CN(C)C(=O)c1ccc(-c2cncnc2NCCc2cnc[nH]2)cc1
  6% | nt | 5% | nt | nt | nt | -26%
> Cc1ccc(C(=O)N/N=C\c2ccc(-c3ccc(Cl)c(Cl)c3)o2)cn1
  nt | nt | nt | -11%[9.22 µM] | nt | 0% | -32%[10 µM]
> COc1ccc(C(=O)N2CCCC(c3nc(-c4cccs4)no3)C2)cc1 (centres undefined)
  ? | nt | nt | 13% | nt | 5% | -7%
> Cn1c(SC2C(=O)CC(C)(C)CC2=O)nnc1-c1ccco1
  0% | -10% | 6%[38.3 µM] | 7% | -5% | 1% | -1%
> CCOC(=O)Cc1csc(NC(=O)c2c(O)c3ccccc3n(C)c2=O)n1
  5% | -33%[inhibitor] | -1%[38.3 µM] | -1% | -4% | -2% | -6%[10 µM]
> COc1ccccc1NS(=O)(=O)c1cccc(NC(=O)c2sc3ccccc3c2Cl)c1
  nt | -17% | -8% | -11% | 6% | 2% | -3%
> O=C(Nc1ccc(N2CCCC2)cc1)c1ccc([N+](=O)[O-])cc1Cl
  0% | -1% | -3% | 8% | -5% | -5% | -40%[10 µM]
> Cc1ccc(S(=O)(=O)Nc2nc3ccccc3nc2NCC2CCCO2)cc1C (centres undefined)
  nt | nt | nt | -15%[9.22 µM] | nt | 16% | 5%[10 µM]

6 entries from above, ordered by the value under HTT aggregate, descending:
structure,LMNA splice mod,SMN2 splice enh,HTT aggregate,CBFb RUNX1 block
COc1ccc(CCNC(=O)CSc2nc(C)nc3c2c(=O)n(C)c(=O)n3C)cc1OC,-3%,2%,9%,0%
Cn1c(SC2C(=O)CC(C)(C)CC2=O)nnc1-c1ccco1,0%,-10%,7%,1%
Cc1cc(C)n2nc(SCCOc3ccc(F)cc3)nc2n1,nt,nt,5%,13%
COc1ccc(N2C(N)=C(C#N)C(c3cccnc3)C3=C2CC(C)(C)CC3=O)cc1 (centres undefined),-12%,28%,2%,6%
CCOC(=O)Cc1csc(NC(=O)c2c(O)c3ccccc3n(C)c2=O)n1,5%,-33%[inhibitor],-1%,-2%
COc1ccccc1NS(=O)(=O)c1cccc(NC(=O)c2sc3ccccc3c2Cl)c1,nt,-17%,-11%,2%

Going on with the list.
The line under a structure holds: LMNA splice mod | SMN2 splice enh | IMPase Li cell | HTT aggregate | Luc counter | CBFb RUNX1 block | HTT ATP protect
> N=c1c2c(ncn1CCCO)Oc1c(ccc3ccccc13)C2c1ccccc1 (centres undefined)
  nt | nt | nt | 13%[9.22 µM] | nt | -3% | -19%[10 µM]
> Cc1[nH]ccc(=O)c1OCc1c(F)cccc1Cl
  9%[46 µM] | 6% | 1% | -8% | 0% | 4% | -13%
> CCCOc1c(Br)cc(C2C3=C(CCCC3=O)N(C)C3=C2C(=O)CCC3)cc1OC
  1% | 12% | -11% | 10% | 2% | -2% | nt
> O=C(Nc1ccc(Cl)cc1)[C@@H]1[C@@H]2C(=O)N(c3ccc4ccccc4c3)C(=O)[C@@H]2[C@H]2C=CC=NN21
  0% | -10% | 25%[38.3 µM] | -3% | -3% | -20% | -18%
> O=C(O)/C=C\c1cccc(-n2cnnn2)c1
  0% | 8% | -6% | -9% | 11% | 5% | nt
> Cc1ccc(N(C(=O)c2csnn2)C(C(=O)NC(C)(C)C)c2cccnc2)cc1 (centres undefined)
  nt | -10% | 7% | 9%[9.22 µM] | 1% | 3% | 22%[10 µM]
> O=C(CC1SC(=O)NC1=O)Oc1ccc(/C=N/NC(=O)c2ccccc2O)cc1 (centres undefined)
  nt | nt | nt | 5%[9.22 µM] | nt | -2% | 4%[10 µM]
> CCOC(=O)c1sc2nc3c(cc2c1N)COC(C)(C)C3
  -14% | 11µM* | -7% | -13% | -1% | 10% | 5%[10 µM]
> CN(C)CCCCl
  nt | 0% | -14% | nt | nt | 11%[21.7 µM] | -1%
> C=CCNc1nc(N2CCOCC2)nc(N2CCOCC2)n1
  0% | -19% | 4% | -12% | 4% | -4% | 6%[10 µM]
> COc1ccccc1OCc1csc(NC(=O)c2ccco2)n1
  ? | 10% | -2%[38.3 µM] | -29% | 2% | 3% | -27%[10 µM]
> COc1ccc(OC)c(C2C(C(C)=O)=C(O)C(=O)N2CCc2ccc(OC)c(OC)c2)c1 (centres undefined)
  -5% | -11% | -13% | 23% | 2% | 1% | 8%[10 µM]
> COc1ccc(NC(=O)N(CCO)Cc2cc3c(C)cc(C)cc3[nH]c2=O)cc1
  -9% | 18% | -25%[38.3 µM] | 13% | -5% | 2% | -4%[10 µM]
> CCN(CC)C(=O)CSc1nc2cc3c(cc2c(=O)n1Cc1ccc(OC)cc1)OCO3
  nt | -20% | 10% | 15% | 1% | -5% | -51%[inhibitor]
> Cc1ccc(NC(=O)CN2CCN(c3ccccn3)CC2)cc1S(=O)(=O)N(C)C
  nt | -15% | -3% | 13% | 5% | 8% | nt

Taken from above:
COc1ccc(NC(=O)N(CCO)Cc2cc3c(C)cc(C)cc3[nH]c2=O)cc1 | HTT aggregate = 13%
CN(C)CCCCl | IMPase Li cell = -14%
Cc1[nH]ccc(=O)c1OCc1c(F)cccc1Cl | CBFb RUNX1 block = 4%

Profiles, looked up by structure:
O=C(Nc1ccc(NC(=O)c2ccncc2)cc1)c1ccncc1 is listed as LMNA splice mod: nt; SMN2 splice enh: nt; IMPase Li cell: nt; HTT aggregate: 12%[9.22 µM]; Luc counter: nt; CBFb RUNX1 block: -4%; HTT ATP protect: -4%[10 µM]
CCOC(=O)Cc1csc(NC(=O)c2c(O)c3ccccc3n(C)c2=O)n1 is listed as LMNA splice mod: 5%; SMN2 splice enh: -33%[inhibitor]; IMPase Li cell: -1%[38.3 µM]; HTT aggregate: -1%; Luc counter: -4%; CBFb RUNX1 block: -2%; HTT ATP protect: -6%[10 µM]

More entries
The line under a structure holds: LMNA splice mod | SMN2 splice enh | IMPase Li cell | HTT aggregate | Luc counter | CBFb RUNX1 block | HTT ATP protect
> Cc1ccc(S(=O)(=O)Nn2c(C)nnc2-n2nc(C)cc2C)cc1
  9% | -3% | -1%[38.3 µM] | -5% | 0% | 15% | -3%
> Cc1ccc(C)c(Cc2c(C)nc3c(C(=O)N4CCOCC4)cnn3c2C)c1
  -3% | -21% | -14%[38.3 µM] | -14% | -6% | 3% | -3%[0.074 µM]
> CN(C)/C=C(\C#N)S(=O)(=O)c1ccc(Cl)cc1
  nt | nt | nt | 14%[9.22 µM] | nt | 5% | 2%[10 µM]
> COc1ccc(N2CCN(C3CC(=O)NC3=O)CC2)cc1 (centres undefined)
  1% | nt | nt | 10% | nt | 1% | 1%
> COCCN1Cc2cccc(C(=O)Nc3ccc(S(=O)(=O)N4CCCCCC4)cc3)c2C1=O
  nt | nt | nt | 18%[9.22 µM] | nt | 3% | -6%[10 µM]
> CC(=O)Nc1ccc(S(=O)(=O)N2CCN(C34CC5CC(CC(C5)C3)C4)CC2)cc1
  2% | -27% | 4%[38.3 µM] | 0% | 1% | -2% | -21%
> Cc1nc(CSc2nnc3scc(-c4ccccc4)n23)cs1
  -1% | -4% | -10%[38.3 µM] | 9% | 1% | 7% | -9%
> Clc1ccc(C2[C@H]3CN(CC4CCCCC4)[C@H](c4ccccc4)C34CC2(c2ccccc2)C4)cn1 (some centres undefined)
  nt | 0% | 2% | -1%[9.22 µM] | -1% | 12%&5% | -15%
> O=C(O)[C@@H]1CCCN1Cc1c[nH]c2ccccc12
  nt | -12%[9.22 µM] | -4% | nt | -5%[7.66 µM] | nt | -3%[10 µM]
> O=C(CO/N=C/c1ccc(OC(F)F)cc1)N1CCc2ccccc21
  -3% | -42%[inhibitor] | -6% | -23% | 2% | -7% | -12%[10 µM]
> CC1CN(c2ccc(Cl)nn2)CC(C)O1 (centres undefined)
  nt | -21% | -4% | 13% | 1% | ? | -2%
> COc1cc(CNCCO)ccc1OC1CCCC1
  0% | -3% | 13%[38.3 µM] | -11% | -1% | 2% | 9%
> O=C(C1=C(O)C(=O)N(Cc2ccco2)C1c1ccccc1)c1cccs1 (centres undefined)
  4% | -9% | ? | -1% | -3% | -9% | -30%
> CCc1ccc(NC(=O)c2cnc(N3CCN(c4ccccn4)CC3)c3ccccc23)cc1
  nt | -106%[inhibitor] | 4% | -20% | 2% | 6% | -18%
> CCCCSc1nnc2nc(C)cc(C)n12
  5% | 9% | 3%[38.3 µM] | -22% | 1% | 3% | -32%
> COc1ccc(-c2nnco2)cc1OC
  2% | -2% | -2%[38.3 µM] | 9% | -1% | -12% | -7%[10 µM]
> O=c1[nH]c(=O)n(Cc2ccccc2)c2nc(-c3ccco3)cc(C(F)(F)F)c12
  ? | 7% | 9%[38.3 µM] | 4% | -4% | -4% | -27%
